POLH inh = inhibitors of human DNA polymerase eta; recombinant Pol eta, fluorescent DNA replication assay; Potency, µM (top dose mostly 114 µM), without a hit: at the highest dose activity change, negative = inhibition, actives largely listed as inhibitors; 1.2% of 390,000 active; note: potency is the fitted concentration of half-maximal effect; % is set by controls: 0 for no effect and ±100 for the full control effect
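Pol eta (10 nM) was preincubated with compounds for 15 min at room temperature, after which fluorescent replication substrate (50 nM final) was added to start the reaction. Fluorescence was read kinetically at 0 and 10 min.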
PGK inhibitor = inhibitors of T. brucei phosphoglycerate kinase; P07378; PGK/GAPDH coupled, Kinase-Glo luminescence, 60 min; Potency, µM (doses to about 57.5 µM), inactives show at the highest dose activity change, negative = inhibition, usual class: inhibitors; 0.043% of 380,000 active; note: potency is the fitted concentration of half-maximal effect; % is set by controls: 0 for no effect and ±100 for the full control effect; nearly all actives have a fitted effect of over 60% in size
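Luminescent ATP detection (Kinase-Glo Plus) follows a 60-minute room-temperature incubation, with wells lacking PGK as controls. Buffer: 100 mM TEA (pH 7.6), 5 mM MgCl2, 0.01% Tween-20. Coupling enzyme GAPDH (100 nM final) supplies unstable 1,3-BPG in-well.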
BLM inh = Bloom syndrome helicase (human) inhibition | Potency, µM (top dose mostly 56.1 µM), for inactives: at the top dose activity change, negative = inhibition, most hits filed as inhibitors | recombinant BLM DNA unwinding, fluorescence dequenching | AID 2528 | 0.2% of 350,000 active | P54132;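 note: potency is the fitted concentration of half-maximal effect; plate controls were vehicle for no effect and no enzyme for full effect; nearly all actives have a fitted effect of over 35% in size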
Target sequence (P54132 whole entry, looked up): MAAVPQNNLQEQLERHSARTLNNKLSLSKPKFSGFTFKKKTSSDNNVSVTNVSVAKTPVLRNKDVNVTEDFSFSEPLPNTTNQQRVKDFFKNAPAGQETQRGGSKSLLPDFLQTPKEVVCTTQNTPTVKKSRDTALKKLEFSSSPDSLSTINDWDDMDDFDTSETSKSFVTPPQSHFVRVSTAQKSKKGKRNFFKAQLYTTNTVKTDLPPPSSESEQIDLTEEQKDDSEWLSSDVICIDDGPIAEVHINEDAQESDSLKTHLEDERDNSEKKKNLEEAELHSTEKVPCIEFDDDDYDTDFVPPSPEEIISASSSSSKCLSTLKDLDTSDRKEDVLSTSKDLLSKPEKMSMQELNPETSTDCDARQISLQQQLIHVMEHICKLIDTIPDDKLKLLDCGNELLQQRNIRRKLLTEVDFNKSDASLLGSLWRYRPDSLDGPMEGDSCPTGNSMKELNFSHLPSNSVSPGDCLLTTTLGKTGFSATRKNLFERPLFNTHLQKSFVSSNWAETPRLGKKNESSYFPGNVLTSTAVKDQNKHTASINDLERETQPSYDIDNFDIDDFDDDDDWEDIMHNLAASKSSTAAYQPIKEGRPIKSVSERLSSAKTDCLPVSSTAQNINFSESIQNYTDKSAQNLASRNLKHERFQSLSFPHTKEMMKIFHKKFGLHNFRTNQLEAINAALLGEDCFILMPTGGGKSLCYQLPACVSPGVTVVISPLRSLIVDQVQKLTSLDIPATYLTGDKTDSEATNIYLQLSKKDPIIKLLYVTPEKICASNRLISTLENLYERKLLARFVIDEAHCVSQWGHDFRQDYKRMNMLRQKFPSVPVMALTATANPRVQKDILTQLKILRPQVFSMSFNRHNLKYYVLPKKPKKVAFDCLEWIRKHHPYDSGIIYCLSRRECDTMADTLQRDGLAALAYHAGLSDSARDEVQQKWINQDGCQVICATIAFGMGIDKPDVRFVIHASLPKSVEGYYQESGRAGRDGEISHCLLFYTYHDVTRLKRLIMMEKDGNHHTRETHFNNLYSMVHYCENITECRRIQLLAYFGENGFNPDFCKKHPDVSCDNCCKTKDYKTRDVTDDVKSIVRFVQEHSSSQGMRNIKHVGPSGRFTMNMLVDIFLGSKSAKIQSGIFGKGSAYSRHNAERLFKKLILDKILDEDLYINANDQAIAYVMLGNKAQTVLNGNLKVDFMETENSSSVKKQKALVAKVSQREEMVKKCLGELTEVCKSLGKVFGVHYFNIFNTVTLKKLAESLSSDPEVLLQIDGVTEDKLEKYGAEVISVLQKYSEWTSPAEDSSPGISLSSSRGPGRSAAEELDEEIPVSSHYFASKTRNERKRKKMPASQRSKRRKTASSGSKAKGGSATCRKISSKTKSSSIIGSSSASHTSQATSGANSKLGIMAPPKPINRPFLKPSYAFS
Pol kappa inh = inhibitors of human DNA polymerase kappa. purified Pol kappa, fluorescent DNA synthesis assay, 10 min. Potency, µM (doses to about 107 µM), inactives show at the top dose activity, negative = inhibition, usual class: inhibitors. 0.53% of 400,000 active. AID 588579; note: potency is the fitted concentration of half-maximal effect; % is set by controls: 0 for no effect and ±100 for the full control effect
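50 nM final substrate added after 15 min RT preincubation of 10 nM Pol kappa with compound; fluorescence read at 0 and 10 min.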
Pol iota inh = blocks human DNA polymerase iota activity | Q9UNA4 | Pol iota fluorescent replication assay, 10 min | Potency, µM (titrated, usually from 115 µM), for inactives: at the top dose activity, negative = inhibition, actives largely listed as inhibitors | 1% of 390,000 active | AID 588590; note: potency is the fitted concentration of half-maximal effect
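Fluorescent replication assay read twice, at 0 min and 10 min after adding 50 nM (final) substrate. Enzyme (10 nM) and compounds were first incubated 15 min at room temperature; enzyme-free buffer wells were negative controls.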
Apoferritin bind = binds horse apoferritin like a general anesthetic; apoferritin/1-aminoanthracene competitive binding, fluorescence; Potency, µM (doses to about 77.5 µM), inactives show at the highest dose activity change, negative = displacement, hits mostly inhibitors; 0.074% of 350,000 active; note: potency is the fitted concentration of half-maximal effect; % is set by controls: 0 for no effect and ±100 for the full control effect; nearly all actives have a fitted effect of over 20% in size
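10 uM apoferritin + 50% sat. 1-AMA, PBS; cpd 10 min RT; Ex380/Em535 endpoint; normalized to free probe vs complex; 4-param Hill fit; propofol titration as pos. ctrl.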
APE1 inh = APE1 (human) endonuclease inhibition | recombinant APE1, TAMRA/BHQ-2 abasic DNA cleavage fluorescence | Potency, µM (doses to about 65.8 µM), for the others: at the top dose activity change, negative = inhibition, hits mostly inhibitors | 0.35% of 350,000 active;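 note: potency is the fitted concentration of half-maximal effect; plate controls were vehicle for no effect and reference inhibitor for full effect; nearly all actives have a fitted effect of over 55% in size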
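APE1 at 0.75 nM final was preincubated with compound 15 min at room temperature, then 50 nM double-stranded THF abasic-site substrate (5'-TAMRA/3'-BHQ-2) was added. Fluorescence (ex 525/em 598 nm) was read kinetically; third-minus-first read gave activity.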
RXFP1 antag = antagonists of human relaxin receptor RXFP1. Q9HBX9. HEK293-RXFP1, relaxin-stimulated cAMP HTRF, 30 min; active compounds read low. activity change, negative = inhibition, % at 57.5 µM. 0.59% of 350,000 active. AID 1259400;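 active = activity change of -60% or lower, but not beyond a set lower limit; inconclusive = change between -60% and -40%, or beyond the set limit; inactive = change above -40%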; note: % is set by controls: 0 for no effect and ±100 for the full control effect
POLB inh = blocks human DNA polymerase beta activity | AID 485314 | Potency, µM (highest dose often 114 µM), for inactives: top-dose activity change, negative = inhibition, usual class: inhibitors | Pol beta primer extension/strand displacement, fluorescence kinetic | P06746 | 1.3% of 340,000 active; note: potency is the fitted concentration of half-maximal effect; % is set by controls: 0 for no effect and ±100 for the full control effect
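Values derive from four-parameter Hill fits of normalized kinetic data: reads at 0 and 10 min following addition of 50 nM substrate to 10 nM Pol beta preincubated 15 min with compound.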
Starred values were filed as active, the others as inactive; i = inactive; ? = inconclusive; . = not tested or not shown; [ ] = another dose, or the depositor's remark. Unless noted, calls come from the whole dose curve; as a rule, active = well fitted curve in the direction sought with a large enough effect; inconclusive = small, poorly fitted or top-dose-only effect, or another doubt; inactive = no such curve, though single readings can be large; an effect the other way counts as inactive or inconclusive. Not all compounds are listed (hit frequency here may not be typical).

SMILES	POLH inh	PGK inhibitor	BLM inh	Pol kappa inh	Pol iota inh	Apoferritin bind	APE1 inh	RXFP1 antag	POLB inh
O=C(O)c1ccc(NC(=O)C2C3CCC(O3)C2C(=O)O)cc1 (stereo not drawn)	-18%	-8%	-5%	1%	-15%	-5%	-5%	-11	2%
Cc1nc2ccccc2c(=O)n1C1CCCCCC1	-26%	1%	-3%	-9%	2%	-16%	-1%	-1	2%
COc1ccc(C)cc1NC(=O)CC(=O)Nc1ccc2nc3n(c(=O)c2c1)CCCCC3	-19%	-10%	-1%	-4%	-4%	?	.	.	11%
CC(C)Oc1ccc(C(CC(=O)O)Cc2ccccc2)cc1 (stereo not drawn)	-13%	-10%	-6%	3%	11%	3%	29%	3	30%
CN1C(=O)C2(C(C#N)=C(N)N(c3cc(Cl)cc(Cl)c3)C3=C2C(=O)CCC3)c2ccccc21 (stereo not drawn)	-21%	-7%	-1%	-9%	1%	-11%	-4%	-18	10%
Nc1ccc2ncccc2c1N	?	9%	?	-35%	12%	-5%	14%	8	-2%
Cc1nc(CCNC(=O)Cc2ccc(Cl)cc2)cs1	-2%	-5%	3%	-6%	8%	14%	-2%	-1	-21%
CC(C)CCCNc1nc(N2CCOCC2)nc(N2CCOCC2)n1	-17%	i	0%	-5%	-33%	-7%	2%	.	-12%
Cn1nc(C#N)c(=O)[nH]c1=O	-1%	-1%	.	-16%	21%	.	.	3	.
O=c1c(-c2ccccc2)nnc2sc(COc3ccc(Br)cc3)nn12	8%	1%	-5%	-23%	26%	-2%	-5%	-6	31%
CC(C)(C)c1ccc(S(=O)(=O)NCCOCC(F)(F)C(F)F)cc1	-9%	i	-10%	-8%	-5%	-7%	-1%	4	-14%
NS(=O)(=O)OCCCc1ccc(C(F)(F)F)cc1	-6%	5%	0%	-13%	12%	?	1%	.	5%
O=C(CSc1nc2ccccc2[nH]1)c1ccc(Cl)s1	-14%	4%	-3%	-2%	?	-23%	4%	-9	-10%
O=C(CSc1nnc(Nc2ccccc2)s1)NCc1ccco1	-7%	6%	-3%	-1%	?	-17%	15%	3	16%
CN1CCC(N(C)CC(=O)Nc2cccc(Oc3ccccc3)c2)CC1	-8%	4%	-3%	-17%	8%	-15%	-1%	-4	-6%
CNc1nc2c(c(=O)n(C)c(=O)n2C)n1CCCc1ccccc1	-13%	-7%	-2%	4%	138%[activator]	-7%	-13%	19	-1%
C=CCN1C(=O)C(O)(CC(=O)c2ccc(Cl)cc2)c2ccccc21 (stereo not drawn)	-16%	-4%	-3%	-2%	-1%	-17%	22%	.	2%
O=C(/C=C/c1ccc(-c2ccccc2)o1)c1ccccc1	-25%	1%	-10%	-13%	15%	-13%	1%	-19	8%
CC1CC(C)CN(S(=O)(=O)c2ccc(C(=O)NCCCn3ccnc3)cc2)C1 (stereo not drawn)	-14%	i	-1%	3%	3%	-15%	-2%	1	8%
CCC(COC)NC(=O)CCc1nnc(Cc2cccc(C(F)(F)F)c2)o1 (stereo not drawn)	-29%	-5%	-6%	3%	21%	-3%	1%	-5	-1%
CCN(CC(=O)Nc1ccccc1OC)C(=O)CSCc1ccc(C)cc1	-16%	i	.	-1%	-11%	.	43%	-19	.
O=S(=O)(c1ccc(Br)s1)N1CCN(c2cccc(C(F)(F)F)c2)CC1	-5%	0%	-4%	-13%	-13%	-15%	.	-29	0%
CN(C)C(CNc1ncnc2sc3c(c12)CCCCC3)c1ccco1 (stereo not drawn)	-14%	-1%	-8%	-27%	50%[activator]	-16%	5%	-9	?
N#CC1=C(N)Nc2nc3ccccc3n2C1c1ccc(Cl)cc1 (stereo not drawn)	-9%	5%	-3%	-9%	7%	-6%	3%	15	-1%
O=C(NNC(=S)NC1CCCCC1)c1ccccc1O	-12%	-6%	1%	-18%	50%[activator]	-9%	2%	-2	-4%
Cc1cccc(Cn2c(SCc3ccc(C(=O)NCCc4ccccc4)cc3)nc3cccnc32)c1	-4%	10%	-3%	-11%	-1%	59%[activator]	.	0	15%
C=CCOC(=O)C1=C[C@H](C(C)(C)C)[C@@H](CCCO)[C@H](OCC)O1	-9%	-5%	.	-9%	2%	.	.	.	.
CC(=O)c1ccc(N2CCN(CC(=O)Nc3ccc4c(c3)OCCO4)CC2)cc1	-13%	8%	-5%	-10%	20%	-18%	41%	-19	2%
COc1ccccc1NS(=O)(=O)c1cccc(C(=O)NCC(c2cccs2)N2CCOCC2)c1 (stereo not drawn)	-7%	-7%	.	-12%	18%	.	16%	-9	.
Cc1ccc(C)c(OCCC(=O)N(C)CC(=O)Nc2c(C)cccc2C)c1	-2%	4%	.	-3%	18%	.	5%	-10	.
COC(=O)C1Cc2c([nH]c3ccccc23)C(C(C)C)N1 (stereo not drawn)	-21%	7%	1%	-2%	128%[activator]	3%	-22%	-8	35%
CCOC(=O)N1CCc2c(sc3c2c(=O)n(-c2ccc(CC)cc2)c(=O)n3CC(=O)c2ccc(F)cc2)C1	-11%	-8%	-7%	0%	28%	-20%	.	-2	3%
CN(CCc1ccccc1)C(=O)c1cccc(NC(=O)Cc2cccc(NC(=O)C3CCN(C(=O)C4CC4)CC3)c2)c1	-4%	i	.	3%	18%	.	.	.	.
Cc1ccc(-n2nc3c(=O)n(CCCC(=O)NCc4cccc(F)c4)nc(C)c3c2C)cc1	-18%	i	1%	-6%	28%	-9%	35%	9	-3%
Cc1cc(C(=O)N(C)CC(=O)Nc2ccccc2C(F)(F)F)c(C)o1	-10%	i	-7%	-1%	-9%	-15%	10%	25	4%
CN(CCO)c1nc2c(c(=O)n(Cc3ccc(Cl)cc3)c(=O)n2C)n1C	3%	0%	-8%	-27%	27%	-8%	-5%	17	12%
CN(C)CCNC(=S)Nc1cccc(Cl)c1	-5%	-5%	3%	3%	13%	-6%	?	-5	36%
CCN1C(=O)[C@@H]2[C@@H](c3ccc(-c4ccc(C(C)=O)cc4)c(OC)c3)N3CCCC[C@@]3(C(=O)OC)[C@@H]2C1=O	?	i	.	4%	-2%	.	1%	.	.
CC1CCc2nc3sc4c(c3c(N)c2C1)CCCC4 (stereo not drawn)	-11%	-3%	-10%	-8%	-8%	-3%	-8%	-6	-5%
COc1cc(CC(=O)N/N=C/c2ccc([N+](=O)[O-])cc2)c([N+](=O)[O-])cc1OC	-9%	1%	-4%	-10%	-1%	-12%	7%	-2	2%
Cc1cc(=O)n(CC(=O)Nc2cccc([N+](=O)[O-])c2)c(-n2nc(C)cc2C)n1	-5%	-6%	1%	-5%[60.1 µM]	15%	-4%	.	-20	-2%
Cc1ccc(-c2c[n+]3c(n2-c2ccccc2)CCC3)cc1	-5%	-6%	5%	-8%	77%[activator]	4%	0%	15	-1%
Cc1cc(C(=O)COc2ncnc3sccc23)c(C)n1C	8%	8%	-4%	-12%	0%	?	-6%	-1	-2%
COc1ccc(N2CCN(C(=O)CC34CC5CC(CC(C5)C3)C4)CC2)c([N+](=O)[O-])c1	?	0%	-10%	-4%	22%	0%	-4%	.	-17%
COc1cccc(NC(=O)CN(C)C(=O)c2ccccc2-c2nc3ccccc3s2)c1	-15%	0%	.	4%	17%	.	-2%	-3	.
COc1cccc(CCc2nc3ccccc3c(=O)n2N)c1	-4%	i	.	-2%	-16%	.	.	-2	.
CCn1cc(C(=O)N2CCN(c3ccccn3)CC2)c(=O)c2cc(S(=O)(=O)N3CCC(C)CC3)ccc21	-20%	i	-11%	5%	34%[activator]	-16%	1%	4	8%
Cc1cccc(NC(=O)c2cccc(N3CCCS3(=O)=O)c2)c1	-10%	-7%	-1%	-7%	13%	-6%	.	0	-30%

Compounds shown so far containing an aryl methoxy group (eight):
SMILES	POLH inh	PGK inhibitor	BLM inh	Pol kappa inh	Pol iota inh	Apoferritin bind	APE1 inh	RXFP1 antag	POLB inh
COc1ccc(C)cc1NC(=O)CC(=O)Nc1ccc2nc3n(c(=O)c2c1)CCCCC3	-19%	-10%	-1%	-4%	-4%	?	.	.	11%
CCN(CC(=O)Nc1ccccc1OC)C(=O)CSCc1ccc(C)cc1	-16%	i	.	-1%	-11%	.	43%	-19	.
COc1ccccc1NS(=O)(=O)c1cccc(C(=O)NCC(c2cccs2)N2CCOCC2)c1 (stereo not drawn)	-7%	-7%	.	-12%	18%	.	16%	-9	.
CCN1C(=O)[C@@H]2[C@@H](c3ccc(-c4ccc(C(C)=O)cc4)c(OC)c3)N3CCCC[C@@]3(C(=O)OC)[C@@H]2C1=O	?	i	.	4%	-2%	.	1%	.	.
COc1cc(CC(=O)N/N=C/c2ccc([N+](=O)[O-])cc2)c([N+](=O)[O-])cc1OC	-9%	1%	-4%	-10%	-1%	-12%	7%	-2	2%
COc1ccc(N2CCN(C(=O)CC34CC5CC(CC(C5)C3)C4)CC2)c([N+](=O)[O-])c1	?	0%	-10%	-4%	22%	0%	-4%	.	-17%
COc1cccc(NC(=O)CN(C)C(=O)c2ccccc2-c2nc3ccccc3s2)c1	-15%	0%	.	4%	17%	.	-2%	-3	.
COc1cccc(CCc2nc3ccccc3c(=O)n2N)c1	-4%	i	.	-2%	-16%	.	.	-2	.

From PubChem BioAssay
